Source: PubChem BioAssay
OXTR potentiator = human OXTR potentiation. P30559. CHO-OTR cells, Fluo-8 calcium fluorescence, potentiator mode; 0% = oxytocin EC15, 100% = EC100. activation, % at 3 µM. 0.061% of 320,000 active. AID 2445;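 active means activation above that plate's cutoff, the mean activation of tested compounds plus 3 SD, cut at about 6.6% in these data, passing the limit was not always enough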;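 further: 100% uses oxytocin at 75 nM as the full agonist control; some results filed as inactive read as strong as hits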
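Material: human OTR in CHO cells. Compound: 3.0 µM, one dose. Timing: compound 6 min at room temperature before oxytocin, 100 s read. Evaluation: % activation of max/min ratio relative to oxytocin controls. Replication: single well per compound, singlicate. Signal: Fluo-8 calcium dye fluorescence.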
OXTR agonist = human OXTR agonism; P30559; CHO-OTR cells, Fluo-8 calcium fluorescence; normalized: DMSO 0%, oxytocin 100%; activation, % at 3 µM; 0.32% of 320,000 active;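 active means activation above the mean of all tested compounds plus 3 SD, cutoff set per screening run, cut at about 20% in these data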;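 further: peak over basal fluorescence ratio from a 100 s FLIPR kinetic read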
NALP1 yeast inh = inhibitors of NALP1 inflammasome in yeast. S. cerevisiae NALP1/ASC/caspase-1 growth, X-gal OD620, 72 h. inhibition, % at 10 µM. AID 2071. 0.61% of 280,000 active; in the data active means inhibition mostly above about 24%, no sharp cut-off; inactive means mostly below about 32%; further: some compounds called inactive have numbers as strong as hits
GPR7 antag = blocks human GPR7 receptor signaling; inhibition, % at 4.4 µM; 1.1% of 290,000 active; GPR7-expressing cells, fluorescence antagonist assay; P48145; in the data active means inhibition above about 16%, passing the limit was not always enough;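 further: cells stimulated with the agonist NPW; 0% = agonist with vehicle and 100% = vehicle without agonist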
Target sequence (P48145 whole entry, looked up): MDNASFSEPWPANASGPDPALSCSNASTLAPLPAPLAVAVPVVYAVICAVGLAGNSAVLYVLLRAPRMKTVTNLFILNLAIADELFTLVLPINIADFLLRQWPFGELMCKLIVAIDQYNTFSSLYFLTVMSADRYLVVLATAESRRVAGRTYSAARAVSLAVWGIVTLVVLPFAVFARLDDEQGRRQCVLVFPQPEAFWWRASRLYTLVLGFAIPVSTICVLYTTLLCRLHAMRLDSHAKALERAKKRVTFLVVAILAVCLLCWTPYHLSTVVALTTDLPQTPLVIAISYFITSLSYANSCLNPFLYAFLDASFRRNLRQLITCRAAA
MEKK2mut PB1 HTS = signal of MEK5 binding to mutant human MEKK2 PB1 domain. bead flow cytometry, Alexa488-MEK5 binding to MEKK2 mutant. percent response, % at 10 µM. 0.35% of 290,000 active. AID 1530; in the data active means percent response above about 24%, passing the limit was not always enough; further: inactives centre near 1; some results filed as inactive read as strong as hits
V1R ag counter = counter-screen for oxytocin receptor agonists: human V1a receptor agonists. P37288. CHO-V1R cells, Fluo-8 calcium fluorescence, agonist mode; 0% DMSO, 100% 3 nM vasopressin. activation, % at 3 µM. 0.25% of 320,000 active. AID 2797;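 active means activation above the mean activation of all tested compounds plus 3 SD, per screening run, cut at about 20% in these data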;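 further: signal is peak over basal fluorescence ratio across a 100 second FLIPR read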
Target sequence (P37288 whole entry, looked up): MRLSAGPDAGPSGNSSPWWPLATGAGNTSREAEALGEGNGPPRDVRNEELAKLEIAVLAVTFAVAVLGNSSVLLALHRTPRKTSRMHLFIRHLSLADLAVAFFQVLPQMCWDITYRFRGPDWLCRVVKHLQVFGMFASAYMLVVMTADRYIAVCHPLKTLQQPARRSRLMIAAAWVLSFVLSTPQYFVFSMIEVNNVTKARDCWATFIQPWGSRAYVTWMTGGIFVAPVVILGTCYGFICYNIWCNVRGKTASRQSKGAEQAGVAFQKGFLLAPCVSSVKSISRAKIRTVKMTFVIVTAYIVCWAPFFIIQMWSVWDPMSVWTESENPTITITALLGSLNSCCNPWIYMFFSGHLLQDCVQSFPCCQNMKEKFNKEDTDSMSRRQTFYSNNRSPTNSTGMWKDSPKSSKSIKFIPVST
MEKK2 WT-MEK5 = raises or lowers MEK5 binding to wildtype human MEKK2 PB1 domain | Q9Y2U5 | bead flow cytometry, Alexa488-MEK5 binding to MEKK2 WT; actives lie on both sides | binding response (% of control), % at 10 µM | 1.1% of 290,000 active | AID 1531; in the data active means binding response below about 67% or above about 130%
M18AAP inhibitor = PfM18AAP enzyme inhibition | recombinant PfM18AAP, H-Glu-NHMec fluorogenic cleavage | inhibition, % at 7.35 µM | 1.2% of 290,000 active;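 active means inhibition above the campaign mean inhibition over all tested compounds plus 3 SD, cut at about 28% in these data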;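 further: 0% = plate median of test compound wells and 100% = 2 mM ZnCl2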
GalR3 antag = blocks the human galanin receptor 3 | HEK293 GalR3-CNG cAMP membrane potential fluorescence; galR3 body fused to GalR1 C-terminus | O60755 | 0.44% of 360,000 active | inhibition, % at 3 µM;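 active means inhibition above the screen-wide average plus 3 SD, cut at about 13% in these data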;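 further: forskolin and galanin both at EC90 stimulate the cells; cAMP rise reported by CNG channel membrane potential dye signal; 0% = forskolin plus galanin with DMSO and 100% = forskolin alone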
Target sequence (O60755 1-299 limits assumed): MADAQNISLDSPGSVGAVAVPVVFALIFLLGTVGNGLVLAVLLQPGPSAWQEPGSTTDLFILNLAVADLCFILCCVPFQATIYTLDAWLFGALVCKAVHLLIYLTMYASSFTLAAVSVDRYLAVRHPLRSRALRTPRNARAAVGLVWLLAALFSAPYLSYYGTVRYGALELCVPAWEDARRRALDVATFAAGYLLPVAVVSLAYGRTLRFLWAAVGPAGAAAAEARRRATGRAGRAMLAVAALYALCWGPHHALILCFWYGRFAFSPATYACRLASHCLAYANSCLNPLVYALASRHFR
* hit, by the source's call; . = no result given; [ ] = dose if it differs, or a comment.

SMILES	OXTR potentiator	OXTR agonist	NALP1 yeast inh	GPR7 antag	MEKK2mut PB1 HTS	V1R ag counter	MEKK2 WT-MEK5	M18AAP inhibitor	GalR3 antag
O=C(COc1ccc(Cl)cc1)NCc1nnc(SCC(=O)N2CCCCCC2)o1	6	-0.1	19	-4	4	1.6	101	2	-3
COc1ccc(CC(=O)NCC2COc3ccccc3O2)cc1 (configuration not stated)	-6	-0.5	0	-3	2	0.4	101	2	0
C=Cn1c(C(=O)O)cc(CC)c1-c1ccccc1	-9	0.6	3	4	0	0.1	98	-3	-3
Cc1cc([N+](=O)[O-])c2c(c1C)C1C=CCC1C(c1ccccn1)N2 (configuration not stated)	0	-2.3	-28	2	-3	-1.4	84	21	.
CCn1c(SCC(=O)N2CCN(c3ccccc3)CC2)nnc1-c1c[nH]c2ccccc12	-6	5.2	24	-3	13	7.0	117	2	.
CC(c1nnc(SCC(=O)Nc2cccnc2Cl)n1Cc1ccccc1)N(C)C (configuration not stated)	-5	-1.1	9	0	1	-0.2	102	-1	-4
CCn1ccnc1CNC(=O)CC1C(=O)NCCN1CC(c1ccccc1)c1ccccc1 (configuration not stated)	-3	-0.3	5	-9	2	1.2	105	-2	-4
CCOC(=O)N1CCN(C(=O)CN(c2ccc(OCC)cc2)S(C)(=O)=O)CC1	6	0.6	11	-13	1	-0.7	100	1	-4
CC(CO)(CO)NCc1ccc(-c2ccccc2)cc1	-3	1.1	20	-5	14	1.4	114	-4	-2
Cn1cnnc1SCCNS(=O)(=O)c1ccccc1	-6	0.8	18	20	13	1.9	115	1	1
CC(C)C[C@@H]1NC(=O)[C@H](Cc2ccc(O)cc2)NC(=O)c2cc([N+](=O)[O-])cc(I)c2NCCC[C@@H](C(N)=O)NC1=O	-5	1.1	19	-7	2	1.5	97	-2	.
O=C(NCc1cccnc1)c1ccccc1CCc1ccccc1	-3	-1.8	17	-6	-1	0.5	99	2	-6
CC(NC(=O)Cn1nc(-c2ccccc2)ccc1=O)c1ccccc1 (configuration not stated)	-3	0.1	.	-2	4	1.1	99	1	-7
O=C1CC2C(=O)NCCN2C(=NC(=O)c2ccccc2)N1 (configuration not stated)	-5	-0.4	20	-11	-9	0.6	88	1	-4
Cc1cc(NC(=O)CO/N=C/c2ccc3c(c2)OCO3)ccc1Br	-2	0.1	0	-11	0	1.3	96	-1	0
COCc1c(C#N)c(NCc2cc(OC)c(OC)c(OC)c2)nc(C)c1[N+](=O)[O-]	-16	6.0	3	-13	-24	5.1	80	1	-3
CC(CC(=O)O)CC(=O)Nc1ccccc1C(=O)O (configuration not stated)	-4	1.1	8	4	4	0.5	100	4	-2
CCC1(C)Cc2ccccc2-c2nc(SC)[nH]c(=O)c21 (configuration not stated)	-16	-2.2	18	3	2	4.0	106	0	-14
Cc1ccc(C)c(Cn2nnc3c(=O)[nH]c(C(=O)Nc4ccc(F)cc4)nc32)c1	4	-2.0	2	-8	-5	-1.7	95	-4	9
CCN1CCN(C(c2cccs2)C(C)NC(=S)Nc2cc(C)ccc2C)CC1 (configuration not stated)	-2	0.8	.	-2	7	-0.7	106	-14	4
COC(=O)CNC(=O)CCc1nnc(C2(c3ccc(Cl)cc3)CCC2)o1	-3	-1.2	6	1	-9	0.5	92	-8	0
COCCNC(=O)c1cnn2c(C(F)(F)F)cc(-c3ccc4c(c3)OCO4)nc12	-1	-0.1	22	-17	10	-0.2	104	3	-5
COc1ccc([C@H]2CC(=O)C=C(c3ccc(OC(F)(F)F)cc3)C2)cc1OC	-5	0.6	.	.	.	2.0	.	.	-10
Cc1cccc(NC(=O)c2cccc(S(=O)(=O)NCc3ccccc3)c2)n1	-3	0.6	.	.	.	2.4	.	.	5
COC(=O)c1cc2n(n1)CCN(Cc1ccccc1Cl)C2=O	-1	0.7	6	-10	.	0.7	.	0	-2
CC1(C)CC(NC(=O)COc2ccccc2Cl)CC(C)(C)N1	-2	0.1	-6	-2	-6	-0.3	93	-12	3
CCC(C)NC(=O)C1c2ccccc2C(=O)N1Cc1ccccc1OC (configuration not stated)	-5	-0.7	30	4	4	-0.9	104	0	-6
CC(C)OC(=O)CSc1nnc(Cc2ccccc2)n1Cc1ccco1	-4	-0.8	25	2	2	0.8	101	-6	-6
CCOC(=O)c1c(C)c(C(=O)NCCc2ccc(S(N)(=O)=O)cc2)c(C)n1CC	0	0.0	-17	3	.	-0.6	.	7	-4
Cc1ccc2c(COC(=O)c3ccc(NC(=O)CC#N)cc3)cc(=O)oc2c1C	-11	0.6	24	1	-4	0.7	89	3	-4
CCc1nc2oc3ccccc3c(=O)c2cc1C(=O)OC	.	.	-6	-18	-3	.	98	-1	-6
CON(C)C(=O)CCN(C(=O)OC(C)(C)C)c1ccccc1	-3	-0.5	.	.	.	0.6	.	.	-3
COc1ccc(Cc2nnc(SCc3nc4ccccc4c(=O)[nH]3)n2C)cc1	-8	-0.5	3	-8	6	0.1	102	-8	-6
CN(CC(=O)Nc1ccc(Cl)c(C(F)(F)F)c1)C(=O)c1cccnc1Sc1ccccc1	-14	2.5	11	-21	6	5.1	103	2	4
CC1(C)CC(C(CC(=O)Nc2nccs2)c2ccccc2)CCO1 (configuration not stated)	4	0.0	26	-3	-2	1.4	93	4	-4
COc1ccc(S(=O)(=O)N2CCCC(C(=O)Nc3ccc(NC(=O)c4ccccn4)cc3)C2)cc1 (configuration not stated)	-12	3.8	27	0	-3	3.3	95	4	-4
COc1ccccc1CNC(=O)/C(C#N)=C/c1ccc(OC)c(OC)c1OC	-6	-1.5	-4	22	-1	-1.1	99	2	-9
COC/C=C/C1=CC2=CC(=O)C(C)(OC(=O)c3cnc4ccccc4n3)C(=O)C2=CN1CCc1ccccn1 (configuration not stated)	-5	0.1	.	.	2	0.0	100	.	.
Cc1cc(C(=O)N/N=C/c2cccc([N+](=O)[O-])c2O)n[nH]1	-12	-1.5	33	-4	3	0.6	104	9	1
COc1ccc(F)c(CN2CCCC(CO)(Cc3cccc(Cl)c3)C2)c1 (configuration not stated)	-6	1.5	3	-8	5	1.2	106	4	-3
CCCOC(=O)NC1CCS(=O)(=O)C1 (configuration not stated)	-6	0.8	-10	5	-9	0.7	89	-2	1
CCCCCN1C(=O)Cn2c(nc3ccccc3c2=O)C1C (configuration not stated)	-10	-0.2	-5	-8	-13	0.2	83	-7	0
CC(C)(Oc1ccc(Cl)cc1)C(=O)Nc1cccc(S(=O)(=O)NC2=NCCC2)c1	-6	0.2	.	.	.	0.3	.	.	-3
COc1cc(/C=C(\C#N)c2nc(-c3cc4ccccc4oc3=O)cs2)ccc1O	1	0.4	14	-10	5	1.9	82	2	5
COc1ccc(CC(=O)OCC(=O)Nc2ccc3c(c2)OCO3)cc1OC	-2	1.3	5	-15	-2	0.6	98	-4	-7
NS(=O)(=O)c1ccc(Nc2ncccc2[N+](=O)[O-])cc1	2	0.7	1	-1	-41	0.7	0.0*[inhibitor]	-14	-4
Cc1cc(C(=O)OCC(=O)Nc2ccc(F)c(F)c2)c(C)o1	-1	1.2	9	11	3	0.3	93	13	-7
Cc1ccc(-c2ccc(=O)n(CC(=O)N3CCN(c4cc(Cl)ccc4C)CC3)n2)cc1	-6	-0.4	-13	6	-10	1.3	92	-1	-5
CCOC(=O)C1CCN(c2c(N3CCN(c4ccccc4OC)CC3)c(=O)c2=O)CC1	.	.	4	-8	2	.	98	5	-1
Cc1ccc(Cc2cnc(NC(=O)/C(C#N)=C/c3ccc(-c4cccc([N+](=O)[O-])c4)o3)s2)cc1	-16	-0.4	-7	7	5	0.1	108	1	-2
COC(=O)[C@H](CC(C)C)NC(=O)Nc1cccc(Br)c1	-4	-1.9	34	13	-1	-0.5	100	7	-6
COc1ccc(C(C(=O)NCC2CCCO2)N(Cc2cccs2)C(=O)c2snc(C(N)=O)c2N)cc1OC (configuration not stated)	-8	0.8	12	2	-7	1.8	93	-7	-7
COc1ccc(C)cc1NC(=S)N1CCOCC1	3	-0.2	10	-18	0	1.3	97	5	-2
Cn1c(=O)c2c(ncn2CC(=O)OCc2ccccc2)n(C)c1=O	-13	4.2	14	-9	4	0.7	101	0	-5
COc1cccc(CN(C)CC(=O)Nc2ccccc2C(C)C)c1	-8	-2.5	19	7	-3	-0.6	99	7	0
CC(C)(C)OC(=O)N1Cc2cc3ccccc3nc2C1CO (configuration not stated)	-8	0.1	16	-2	-12	2.5	91	-4	-9
CC1CCN(C(=O)CCN2C(=O)C3C4C=CC(C4)C3C2=O)CC1 (configuration not stated)	3	-0.4	-3	-6	2	1.4	98	1	-9
CCC(=O)c1ccccc1OCCN1CCN(Cc2ccccc2)CC1	-18	-1.0	9	7	-7	0.0	93	-5	-3
COc1cc(NC(=O)CN2C(=O)NC(C)(CCC(C)C)C2=O)cc(OC)c1 (configuration not stated)	-20	1.1	14	-1	3	1.4	103	0	1
COc1ccc(NC(=O)CSc2nc(O)cc(=O)n2-c2ccccc2OC)cc1	-9	0.0	4	-13	4	1.3	105	19	.

Among those listed so far, these contain a nitro group on carbon.
SMILES	OXTR potentiator	OXTR agonist	NALP1 yeast inh	GPR7 antag	MEKK2mut PB1 HTS	V1R ag counter	MEKK2 WT-MEK5	M18AAP inhibitor	GalR3 antag
Cc1cc([N+](=O)[O-])c2c(c1C)C1C=CCC1C(c1ccccn1)N2 (configuration not stated)	0	-2.3	-28	2	-3	-1.4	84	21	.
CC(C)C[C@@H]1NC(=O)[C@H](Cc2ccc(O)cc2)NC(=O)c2cc([N+](=O)[O-])cc(I)c2NCCC[C@@H](C(N)=O)NC1=O	-5	1.1	19	-7	2	1.5	97	-2	.
COCc1c(C#N)c(NCc2cc(OC)c(OC)c(OC)c2)nc(C)c1[N+](=O)[O-]	-16	6.0	3	-13	-24	5.1	80	1	-3
Cc1cc(C(=O)N/N=C/c2cccc([N+](=O)[O-])c2O)n[nH]1	-12	-1.5	33	-4	3	0.6	104	9	1
NS(=O)(=O)c1ccc(Nc2ncccc2[N+](=O)[O-])cc1	2	0.7	1	-1	-41	0.7	0.0*[inhibitor]	-14	-4
Cc1ccc(Cc2cnc(NC(=O)/C(C#N)=C/c3ccc(-c4cccc([N+](=O)[O-])c4)o3)s2)cc1	-16	-0.4	-7	7	5	0.1	108	1	-2

(further entries)
SMILES	OXTR potentiator	OXTR agonist	NALP1 yeast inh	GPR7 antag	MEKK2mut PB1 HTS	V1R ag counter	MEKK2 WT-MEK5	M18AAP inhibitor	GalR3 antag
Cc1cccc(-n2c(SC(C)C(=O)O)nc3sc4c(c3c2=O)CCCC4)c1 (configuration not stated)	-8	-0.2	-1	-2	3	-0.3	104	2	-4
CCOc1ccc(S(=O)(=O)N2CCCC(C(=O)NCc3ccncc3)C2)cc1 (configuration not stated)	-8	-0.4	-4	-3	8	1.1	107	3	1
NS(=O)(=O)c1ccc(CNC(=O)c2cccc(S(=O)(=O)N3CCc4ccccc43)c2)cc1	-4	-0.7	.	.	.	0.2	.	.	-6
COc1ccccc1OCc1nnc(SCC(=O)c2cc(Cl)ccc2OC)o1	-8	-0.5	-4	6	2	2.6	105	6	-9
COc1ccc(CCC(C)Nc2ccc(F)cc2)cc1 (configuration not stated)	-4	-1.8	6	-9	3	-1.2	95	5	-8
O=C(N/N=C/c1cccnc1)c1cccc(NC(=O)c2ccc(Cl)cc2)c1	-5	0.6	25	4	-17	0.5	77	-2	.
CCCSCCCNC(=O)c1cc2c(s1)CS(=O)(=O)C2	0	-1.2	21	2	4	-0.3	104	-17	-4
O=C(CCC1CCCN(C(=O)C2(c3ccccc3)CC2)C1)N1CCN(c2ccccn2)CC1 (configuration not stated)	1	-1.6	-6	-14	-12	-0.1	89	2	-8
